Screening results deposited in PubChem by The Scripps Research Institute Molecular Screening Center.
CHO-K1 Ca PAM – nonselective calcium activators in parental CHO-K1 cells, primary screen, counter-screen for M1 PAM project, cell-based, Fluo-8 calcium fluorescence, full deck, 1536-well. ATP EC20; 0% at ATP EC20, 100% at ATP max. activation, % at 3 µM. 360,000 tested, 0.02% active. AID 602247, 2012;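 active = activation above the run cutoff, the mean activation of all test compounds plus 3 SD, cut at about 40% in these data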;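 note: peak over basal fluorescence ratio in a 140 s read after ATP addition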
OXTR agonist – human OXTR agonists, primary screen, fluorescence, CHO-OTR cells, Fluo-8 calcium; Oxytocin receptor (Homo sapiens), P30559; Fluo-8 calcium fluorescence; normalized: DMSO 0%, oxytocin 100%; activation, % at 3 µM; 320,000 tested, 0.32% active;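 active = activation above the mean of all tested compounds plus 3 SD, cutoff set per screening run, cut at about 20% in these data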;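 note: peak over basal fluorescence ratio from a 100 s FLIPR kinetic read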
CHO parental Ca – ATP-evoked calcium signal inhibitors, parental CHO, primary screen, counter-screen for OX1R antagonist project, cell-based, fluorescence, Fluo-8 calcium dye; AID 463079, 2010; parental CHO-K1, ATP-induced calcium, Fluo-8 fluorescence; 330,000 tested, 0.63% active; inhibition, % at 5.6 µM;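 active = inhibition above that plate's mean sample inhibition plus 3 SD, cut at about 26% in these data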;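 note: 0% = ATP-challenged DMSO wells and 100% = DMSO wells without ATP; some compounds past the cut are filed as inactive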
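Test system: untransfected parental CHO cell line; also added: ATP stimulus; dosing: 5.6 µM, single dose; signal: calcium-sensitive Fluo-8 fluorescence; measure: percent inhibition of ATP-evoked calcium rise, normalized to controls; benchmarks: low control ATP plus DMSO, high control DMSO only; replication: one well per compound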
TAAR1 antagonist – human TAAR1 antagonists, primary screen, Fluo-8 calcium fluorescence, CHO RD-HGA16 cells | antagonist | inhibition, % at 3 µM | 360,000 tested, 1.5% active | Trace amine-associated receptor 1 (Homo sapiens), Q96RJ0;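 active = inhibition above a per-plate cutoff, the mean inhibition of test compounds on that plate plus 3 SD, cut at about 49% in these data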;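 note: 0% = DMSO plus EC80 beta-PEA response and 100% = DMSO alone without agonist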
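Test system – hTAAR1-expressing CHO RD-HGA16 cells, Gα16-coupled · Also added – β-PEA at EC80 concentration, post-compound challenge · Compound – 3 µM, single point · Incubation – dye loading 75 min at 37 °C, then 30 min room temperature · Measured by – Fluo-8 intracellular calcium dye fluorescence, real-time kinetic reads · Benchmarks – vehicle and agonist controls · Replicates – singlicate, one well per test compound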
OXTR potentiate – human OXTR potentiators, primary screen, fluorescence, CHO-OTR cells, Fluo-8 calcium; 320,000 tested, 0.061% active; Oxytocin receptor (Homo sapiens), P30559; AID 2445, 2010; activation, % at 3 µM; Fluo-8 calcium fluorescence, potentiator mode; 0% = oxytocin EC15, 100% = EC100;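 active = activation above that plate's cutoff, the mean activation of tested compounds plus 3 SD, cut at about 6.6% in these data, passing the limit was not always enough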;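 note: 100% uses oxytocin at 75 nM as the full agonist control; some results filed as inactive read as strong as hits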
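Material: human OTR in CHO cells. Compound: 3.0 µM, one dose. Timing: compound 6 min at room temperature before oxytocin, 100 s read. Evaluation: % activation of max/min ratio relative to oxytocin controls. Replication: single well per compound, singlicate. Signal: Fluo-8 calcium dye fluorescence.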
GPR7 antagonist – GPR7 receptor antagonists, primary screen, cell-based, fluorescence, single concentration; Neuropeptides B/W receptor type 1 (Homo sapiens), P48145; GPR7-expressing cells, fluorescence antagonist assay; inhibition, % at 4.4 µM; 290,000 tested, 1.1% active; AID 1861, 2009; in the data active = inhibition above about 16%, passing the limit was not always enough;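 note: cells stimulated with the agonist NPW; 0% = agonist with vehicle and 100% = vehicle without agonist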
Target sequence (P48145 whole entry, looked up): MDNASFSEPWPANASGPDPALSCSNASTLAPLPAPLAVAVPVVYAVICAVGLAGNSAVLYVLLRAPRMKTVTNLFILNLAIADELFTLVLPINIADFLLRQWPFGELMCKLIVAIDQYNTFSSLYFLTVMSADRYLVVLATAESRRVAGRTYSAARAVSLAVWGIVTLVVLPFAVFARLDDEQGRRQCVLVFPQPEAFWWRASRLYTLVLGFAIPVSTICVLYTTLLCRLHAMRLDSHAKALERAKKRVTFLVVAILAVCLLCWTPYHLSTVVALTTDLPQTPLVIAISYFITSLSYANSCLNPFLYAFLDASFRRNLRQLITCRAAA
CHO-K1 Ca ag – counter-screen for M1 agonists: effect in parental CHO-K1 cells; AID 602248, 2012; activation, % at 3 µM; 360,000 tested, 0.48% active; Fluo-8 calcium fluorescence; scaled to maximal ATP response, vehicle zero; in the data active = activation above about 15%;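 note: untransfected CHO-K1 host cells lacking M1 receptor as counterscreen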
V1aR counter – agonists of human V1a receptor, primary screen, counter-screen for OXTR agonist project, fluorescence, CHO-V1R cells | Vasopressin V1a receptor (Homo sapiens), P37288 | Fluo-8 calcium fluorescence, agonist mode; 0% DMSO, 100% 3 nM vasopressin | activation, % at 3 µM | 320,000 tested, 0.25% active;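 active = activation above the mean activation of all tested compounds plus 3 SD, per screening run, cut at about 20% in these data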;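 note: signal is peak over basal fluorescence ratio across a 100 second FLIPR read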
Target sequence (P37288 whole entry, looked up): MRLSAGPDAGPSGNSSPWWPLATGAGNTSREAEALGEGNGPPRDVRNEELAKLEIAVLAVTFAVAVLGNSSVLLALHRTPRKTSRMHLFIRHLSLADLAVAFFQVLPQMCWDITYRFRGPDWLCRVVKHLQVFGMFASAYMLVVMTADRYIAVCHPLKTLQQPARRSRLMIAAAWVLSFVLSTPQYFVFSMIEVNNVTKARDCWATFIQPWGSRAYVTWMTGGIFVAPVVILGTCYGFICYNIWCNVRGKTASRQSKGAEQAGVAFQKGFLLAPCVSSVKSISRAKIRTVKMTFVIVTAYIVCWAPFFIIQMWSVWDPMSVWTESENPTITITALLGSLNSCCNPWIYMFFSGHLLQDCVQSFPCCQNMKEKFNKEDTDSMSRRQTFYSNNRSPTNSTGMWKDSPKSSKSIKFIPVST
CHO-K1 Ca antag – nonselective inhibitor or artifact in parental CHO-K1 cells. 360,000 tested, 0.6% active. inhibition, % at 3 µM. ATP-induced calcium, Fluo-8 fluorescence;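 active = inhibition above a per-plate cutoff, the plate's mean sample inhibition plus 3 SD, cut at about 24% in these data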;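 note: 0% = DMSO plus EC80 ATP and 100% = DMSO alone without ATP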
An asterisk follows results filed as active; . = not tested or not shown. Compounds were not picked by outcome; 3.5% or so of the library scored in one or more.

SMILES	CHO-K1 Ca PAM	OXTR agonist	CHO parental Ca	TAAR1 antagonist	OXTR potentiate	GPR7 antagonist	CHO-K1 Ca ag	V1aR counter	CHO-K1 Ca antag
CCOC(=O)c1ccccc1-c1csc(N)n1	-12	-0.5	-14	-1	3	-12	-0.7	1.3	4
C=CC[C@@H](Cc1ccc(F)cc1)C(=O)OC[C@H]1CCCN1C(=O)[C@@H](CC=C)CC(=O)N[C@H](CO)Cc1ccccc1	-9	-2.5	8	81*	-1	.	5.4	3.6	-10
COCCNc1nc2nonc2nc1N1CCC(N(C)C)C1 (stereo unspecified)	20	0.3	-2	3	-1	1	0.5	0.5	-7
O=S1(=O)CC(N2CCC(Cc3ccccc3)CC2)CN1Cc1ccc(F)cc1 (stereo unspecified)	9	.	.	17	.	.	4.6	.	7
COc1ccc(C)cc1NC(=O)C(OC(=O)Cn1cnc2c1c(=O)n(C)c(=O)n2C)c1ccccc1 (stereo unspecified)	6	-2.2	-15	15	4	.	2.3	-1.4	-1
CCC(C)(C(=O)NC1CCCC1)N(C(=O)c1ccccn1)c1ccc(C)cc1 (stereo unspecified)	-4	-1.6	-8	9	-11	12	0.5	-0.8	-4
Cc1noc(NS(=O)(=O)c2ccc(N/C=C/C(=O)c3ccncc3)cc2)c1C	18	-0.8	-8	11	-5	-8	0.5	-1.0	-11
CCN1CCN(c2ncc(C(=O)N3CCCc4ccccc43)c3ccccc23)CC1	6	1.6	-15	-8	-12	-2	0.2	1.0	-12
CC(C)(C)NC(=O)C(c1cccs1)N(CC1CCCO1)C(=O)c1ccc(-c2ccccc2)[nH]1 (stereo unspecified)	21	-2.0	-34	-25	-4	-18	0.6	-1.1	-12
CCCN=C1N(C)C[C@@H]2[C@@H]3C(=O)N(Cc4ccccc4)C(=O)[C@@H]3[C@](C)(C(=O)OC)N12	-4	.	-8	.	.	.	0.2	.	4
CCN(CC)c1ccc(/C=N/NC(=O)CNC(=O)c2cccnc2)cc1	4	-0.7	-6	-18	0	-8	6.9	-0.2	9
N/C(COc1ccc(Cl)cc1Cl)=N\O	-19	-1.5	-13	-16	-3	-3	-0.2	0.4	7
CC1CCCCC1NC(=O)NC(=O)COC(=O)c1cncc(Br)c1 (stereo unspecified)	-8	0.4	-31	-6	-7	.	1.0	1.4	3
Cc1cccc(C(C)C)c1NC(=O)COC(=O)C1CC(=O)N(Cc2ccccc2)C1 (stereo unspecified)	17	-1.0	-19	-24	-4	.	1.2	-0.4	-7
CCSc1nnc(NC(=O)CSc2nnc(Cc3cccn3C)n2-c2ccc(C)cc2)s1	16	-0.8	-20	-11	-1	-2	-0.3	-1.0	-3
CC(C)(C)c1ccc(/C=C(\C#N)C(=O)Nc2ccccn2)cc1	2	0.9	-1	-5	-2	-8	0.2	0.3	-10
COc1ccccc1C(=O)NC(=O)Cn1nc(C)c([N+](=O)[O-])c1C	-13	0.2	1	-5	-1	.	0.5	0.5	-5
CCCN(CCC)c1nc(Cl)nc(NCCN2CCOCC2)n1	13	-1.2	0	3	-13	-11	0.9	-0.8	-19
O=C(OCn1nnc2ccccc2c1=O)c1ccc2ccccc2n1	15	.	.	0	.	1	0.2	.	-2
C=C1CCN([C@@H](Cc2ccccc2)C(=O)NC2CCN(Cc3ccccc3)CC2)S(=O)(=O)c2ccccc21	7	-0.8	-25	2	-13	.	-0.1	-0.3	-12

Sorted by number of heavy atoms (rising): 5 of the compounds above
SMILES	CHO-K1 Ca PAM	OXTR agonist	CHO parental Ca	TAAR1 antagonist	OXTR potentiate	GPR7 antagonist	CHO-K1 Ca ag	V1aR counter	CHO-K1 Ca antag
CCOC(=O)c1ccccc1-c1csc(N)n1	-12	-0.5	-14	-1	3	-12	-0.7	1.3	4
COCCNc1nc2nonc2nc1N1CCC(N(C)C)C1 (stereo unspecified)	20	0.3	-2	3	-1	1	0.5	0.5	-7
CC(C)(C)c1ccc(/C=C(\C#N)C(=O)Nc2ccccn2)cc1	2	0.9	-1	-5	-2	-8	0.2	0.3	-10
O=C(OCn1nnc2ccccc2c1=O)c1ccc2ccccc2n1	15	.	.	0	.	1	0.2	.	-2
Cc1cccc(C(C)C)c1NC(=O)COC(=O)C1CC(=O)N(Cc2ccccc2)C1 (stereo unspecified)	17	-1.0	-19	-24	-4	.	1.2	-0.4	-7

(listing goes on)
SMILES	CHO-K1 Ca PAM	OXTR agonist	CHO parental Ca	TAAR1 antagonist	OXTR potentiate	GPR7 antagonist	CHO-K1 Ca ag	V1aR counter	CHO-K1 Ca antag
COc1ccc(CCNS(=O)(=O)c2ccc3c(c2)OCCO3)cc1	19	1.7	-10	16	-11	-3	1.9	3.1	-5
CCNC(=S)NNC(=O)c1cc(-c2ccc(OC)cc2)nc2ccccc12	19	0.2	-22	11	-7	-10	3.5	1.6	-9
NC(=O)c1ccc(Oc2ccc3ccc(=O)oc3c2)c([N+](=O)[O-])c1	7	0.2	-2	0	-6	0	0.8	-0.3	-8
CCc1ccccc1NC(=O)CN(C)C(=O)CSc1nnc(Nc2cccc(C)c2)s1	12	-1.2	-18	-6	-8	-5	2.2	2.0	-6
C/C=C\C(=O)Nc1cccc(C2=NOC3(C2)C[C@@H](C(N)=O)N(C(=O)COc2ccc(Cl)cc2)C3)c1 (stereo partly specified)	0	1.6	-17	2	3	.	-0.2	-0.6	-12
CN(C[C@H](Cc1ccccc1)N(C[C@H](Cc1ccccc1)N(CCc1cc(C(F)(F)F)cc(C(F)(F)F)c1)N=O)N=O)N=O	-3	1.4	-18	-11	-10	12	-0.1	2.5	-6
O=[N+]([O-])c1ccccc1S(=O)(=O)Oc1ccccc1/C=N/n1cnnc1	-2	1.2	-16	4	2	-5	1.7	1.3	-6
Cc1nnc(SCC(=O)N2CCc3ccccc32)n1-c1ccccc1	-7	-0.4	-16	2	-13	-10	-0.1	0.1	10
CCOC(=O)Nc1ccc2c(CNC(C)c3ccccc3OC)cc(=O)oc2c1 (stereo unspecified)	8	-0.1	-13	-4	-1	-9	0.4	0.8	-11
COc1ccc(C(C)(O)c2nc(-c3cccc(C#N)c3)cs2)cc1 (stereo unspecified)	7	.	.	0	.	.	2.9	.	-15
COc1ccc(S(=O)(=O)N2CCCOC2CNC(=O)C(=O)NCCc2ccco2)cc1C (stereo unspecified)	-7	-0.4	-3	-14	-11	-6	1.1	0.6	2
O=C(CSc1nnc(-c2csc3c2CCCC3)o1)Nc1ccccc1	20	-0.9	-16	-27	4	-8	0.1	-1.1	-7
CC(=O)N1CCN(C(=S)c2cccc([N+](=O)[O-])c2)CC1	20	1.4	-12	-6	-4	-14	0.8	-0.1	-6
CC(/C=C/c1ccc2c(c1)OCO2)=N/NC(=O)c1ccc(C)nc1	15	-0.5	-12	-6	-4	-4	0.3	0.1	-13
O=C1C2C3C=CC(C4CC34)C2C(=O)N1c1ccc2c(c1)OCO2 (stereo unspecified)	20	0.0	4	-8	-1	-22	0.3	1.0	-8
CC(C)(C)c1ccccc1NC(=O)c1cccnc1	18	1.6	0	11	-1	-10	0.3	-0.3	-20
COc1cc(C2NCCc3c2[nH]c2ccccc32)ccc1OC(C)C (stereo unspecified)	.	2.2	-23	-13	-14	3	.	1.7	.
CC(Cc1cccs1)NC(=O)Nc1cccc(Cl)c1 (stereo unspecified)	6	6.0	3	7	-14	3	6.7	5.8	-4
COc1ccc(NC(=O)C2CCCN(S(=O)(=O)c3ccc(Cl)cc3)C2)cc1OC (stereo unspecified)	8	5.4	-17	7	-10	-9	8.6	5.3	-14
CC(OC(=O)C1CC1)C(=O)Nc1cccc(S(=O)(=O)N2CCOCC2)c1 (stereo unspecified)	-4	1.3	-8	-21	2	.	0.2	0.6	-2
S=c1[nH]nc(-c2ccc(Br)cc2)n1-c1ccc2c(c1)OCCO2	-18	-1.1	-34	-17	-9	-1	-0.7	1.1	14
COc1ccc(CCNC(=O)CNC(=O)c2ccc(Br)o2)cc1OC	-1	0.1	-3	-3	-2	.	0.8	0.3	-5
COCCN(Cc1cc2cc3c(cc2nc1Cl)OCO3)C(=O)c1cccc(C)c1	5	6.7	16	6	-8	22*	10	7.4	-5
CCS(=O)(=O)c1ccc2oc(SCC(=O)N3c4ccccc4CC3C)nc2c1 (stereo unspecified)	21	2.2	-8	34	0	-2	5.3	3.8	0
COC(=O)CCN(C(=O)c1ccc(C)c([N+](=O)[O-])c1)c1ccccn1	26	-0.1	-12	1	-6	-12	0.8	-0.2	-4
Cc1ccc(C(=O)NC(=S)NCC2CCCO2)cc1Br (stereo unspecified)	10	-1.4	-25	-5	-13	1	0.8	2.4	-10
CN(Cc1ccccc1)S(=O)(=O)c1ccc2c(c1)OCCO2	13	-2.0	-7	24	-6	-8	1.7	-0.3	-8
COc1ccc(CNC(=O)NS(=O)(=O)c2ccc(C)cc2)cc1	-17	0.1	-10	16	6	.	-0.5	1.2	2
Cc1cc(C)c(C(=O)Nc2ccc(S(=O)(=O)Nc3onc(C)c3C)cc2)c(C)c1	17	1.5	-14	14	0	-13	0.2	-0.2	-4
CCCCc1ccc(NC(=O)CSc2nnc(C)c(=O)n2N)cc1	3	1.3	-8	-19	-8	-6	1.3	2.3	-4
Cc1[nH]c2ccc(C(=O)OC(C)C(=O)N(C)c3ccccc3)cc2c1C (stereo unspecified)	7	-0.8	-16	.	-5	.	0.1	-1.5	4

GPR7 antagonist, entries above that show a hit.
mol	TAAR1 antagonist	OXTR potentiate	GPR7 antagonist
COCCN(Cc1cc2cc3c(cc2nc1Cl)OCO3)C(=O)c1cccc(C)c1	6	-8	22*
